Bioassay records (PubChem BioAssay)
AID2073: inhibitors of Mint1-CaV2.2 protein interaction, biochemical, HTRF (AID 2073); HTRF protein-protein interaction, Mint1-CaV2.2; higher % means a stronger effect; inhibition, % at 20 µM, or IC50 in µM where a hit was titrated; 290,000 compounds, 0.19% hits; in the data active means inhibition mostly above about 51%, no sharp cut-off; inconclusive means no clear call, values can overlap the other calls; inactive means mostly below about 53%; further: some results filed as inactive read as strong as hits
GPR55 beta-arrestin: GPR55 agonists via beta-arrestin recruitment, primary screen, imaging, U2OS cells, beta-arrestin-GFP redistribution (AID 1961); activation, % at 10 µM, or EC50 in µM where a hit was titrated; 290,000 compounds, 0.048% hits; U2OS GPR55 beta-arrestin-GFP redistribution imaging; higher % means a stronger effect;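 active means activation above 40% with more than 50 cells counted in the well; inconclusive means wells holding fewer than 50 cells, flagged as toxic or sparse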;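 further: U2OS osteosarcoma cells stably expressing GPR55 and beta-arrestin-GFP; plate controls were DMSO negative control for no effect and LPI positive control for full effect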
KOR beta-arrestin-1: KOR antagonists, beta-arrestin recruitment, cell-based, luminescence, uHTS (AID 1778); KOR beta-arrestin recruitment, luminescence, antagonist mode; higher % means a stronger effect; inhibition, % at 10 µM; hits with a dose series show IC50 in µM; 290,000 compounds, 0.091% hits; in the data active means inhibition above about 50%; further: strong numbers were not always called active
HIV fusion peptide: inhibitors of HIV fusion peptide binding, primary screen, biochemical, uHTS, fluorescence dequenching (AID 1986). 290,000 compounds, 0.3% hits. cell-free peptide binding, fluorescence dequenching, 30 min; higher % means a stronger effect. one-dose inhibition, % at 20 µM; IC50 in µM for titrated hits; in the data active means inhibition mostly above about 52%, no sharp cut-off; inactive means mostly below about 76%; further: some results filed as inactive read as strong as hits
GPR55 LPI antagonism: inhibition of LPI-stimulated GPR55 beta-arrestin translocation – imaging, U2OS, beta-arrestin-GFP, LPI agonist, primary screen (AID 2013) | U2OS GPR55 beta-arrestin-GFP translocation imaging, LPI antagonism; higher % means a stronger effect | 290,000 compounds, 0.13% hits | inhibition, % at 10 µM, or IC50 in µM where a hit was titrated;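 active means spots per cell inhibited over 60%, with over 100 cells counted and total cytoplasm intensity under 500,000; inconclusive means wells with under 100 cells, flagged as likely toxic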;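 further: U2OS cells stably carrying GPR55 and arrestin-GFP stimulated by 5 µM LPI near EC80; imaged beta-arrestin-GFP aggregate spots per cell after agonist stimulation; plate controls were LPI-stimulated DMSO wells for no effect and DMSO wells without LPI for full effect; some results filed as inactive read as strong as hits; confirmed hits need IC50 under 10 µM and bright autofluorescent wells are also inconclusive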
KOR beta-arrestin-2: KOR agonists, beta-arrestin recruitment, primary screen, cell-based, luminescence, uHTS (AID 1777). KOR beta-arrestin recruitment, luminescence; higher % means a stronger effect. activation, % at 10 µM, or EC50 in µM where a hit was titrated. 280,000 compounds, 0.02% hits; in the data active means activation above about 50%, passing the limit was not always enough; further: a part of the inactive calls stands beside numbers as strong as those of hits
GPR35 antagonists: GPR35 antagonists blocking zaprinast-driven arrestin recruitment, primary screen, imaging, U2OS, beta-arrestin-GFP, zaprinast agonist (AID 2058). U2OS GPR35 beta-arrestin-GFP translocation imaging, zaprinast antagonism; higher % means a stronger effect. inhibition, % at 10 µM, or IC50 in µM where a hit was titrated. 290,000 compounds, 0.052% hits;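 active means inhibition of at least 50% with at least 30 cells and total cytoplasm GFP at most 10,000,000; inconclusive means under 30 cells or total GFP of 10,000,000 plus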
SIAH1 antagonists: blockers of Siah-1 interaction with plectin peptide – biochemical, fluorescence polarization, rhodamine-plectin, uHTS, primary screen (AID 1817); 290,000 compounds, 0.02% hits; Siah-1 / rhodamine-plectin peptide fluorescence polarization; higher % means a stronger effect; one-dose displacement, % at 20 µM; IC50 in µM for titrated hits;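 active means displacement of at least 50% at 20 µM, with a fluorescence ratio check between 0.3 and a set limit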;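 further: plate controls were Siah plus tracer with DMSO for no effect and tracer alone without Siah for full effect; strong numbers were not always called active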
NOD1 inhibition: NOD1 signaling inhibitors, primary screen, cell-based, luminescence, uHTS (AID 1578). NOD1-driven NF-kB luciferase reporter cells, luminescence; higher % means a stronger effect. inhibition, % at 4 µM, or EC50 in µM where a hit was titrated. 290,000 compounds, 1% hits; in the data active means inhibition mostly above about 36%, no sharp cut-off; inactive means mostly below about 34%;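 further: HEK-293T reporter cells stimulated with the NOD1 agonist gamma-tri-DAP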
Starred values were filed as active, the others as inactive; ? = inconclusive; [ ] = another dose, or the depositor's remark. The list is partial; count on the stated rates, not on these rows.

#	molecule	AID2073	GPR55 beta-arrestin	KOR beta-arrestin-1	HIV fusion peptide	GPR55 LPI antagonism	KOR beta-arrestin-2	GPR35 antagonists	SIAH1 antagonists	NOD1 inhibition
1	Cc1cccc(-c2noc(CN(C(=O)c3c(-c4ccccc4Cl)noc3C)C(C)C)n2)c1	-6%	-0.1%	6%	1.5%	3%	9.5%	3%	1%	17%
2	Cc1cc(N2CCOCC2)n2ncc(-c3ccc(Cl)cc3)c2n1	11%	-0.1%	22%	1.0%	5%	-0.2%	-4%	10%	-4%
3	O=S1(=O)CCOCCN1Cc1ccc(Cl)cc1Cl	5%	-0.3%	-13%[20 µM]	2.6%	-3%	0.3%	2%	-2%	16%
4	Cc1cccc(-n2c(O)c(C=Nc3cc(O)ccc3C)c3ccccc3c2=O)n1	57%	1.4%	-21%	45%	9%	-3.7%	-8%	-1%	-29%
5	COCCCNC(=O)CCC(=O)NNc1nc2ccccc2c2nc(C)nn12	-5%	0.3%	6%	3.1%	11%	-1.1%	6%	8%	-9%
6	O=C(/C=C/c1ccc(Br)cc1)NC(=O)c1ccccc1O	6%	-0.1%	-4%	22%	-1%	2.5%	-9%	13%	-31%
7	CC12CCC(C(=O)Nc3cccc(Cl)c3Cl)([C@H](Br)C1=O)C2(C)C (some centres not stated)	2%	0.2%	24%	-0.6%	-8%	-0.6%	-1%	13%	6%
8	O=C(NC(=O)c1c(F)cccc1F)O/N=C1\CCCc2occc21	7%	2.3%	1%	0.2%	4%	-2.0%	7%	14%	5%
9	Cc1oc(C)c(S(=O)(=O)NCc2cccs2)c1C(=O)O	-1%	0.1%	8%	-0.5%	-10%	1.2%	0%	3%	-6%
10	O=C(NC1CCCCC1)C(=S)NCc1ccccc1	4%	-0.1%	-21%[20 µM]	-0.6%	11%	-2.4%	-11%	17%	-32%
11	CCOc1ccc(NC(=O)CN(C)C(=O)c2ccc(N3CCOCC3)c([N+](=O)[O-])c2)cc1OCC	4%	-0.2%	-12%	-0.1%	4%	2.3%	10%	-4%	-24%
12	C/C(=N\NC(=O)Cc1ccc(O)cc1)c1cccnc1	1%	-0.1%	9%	-0.4%	1%	-2.1%	-18%	-1%	-2%
13	Cc1cccc(C)c1NC(=S)N/N=C/c1ccc(C(=O)O)cc1	-12%	-0.1%	24%	-0.7%	-4%	0.1%	5%	-1%	9%
14	CC(C)NC(=O)CCCC(=O)NC(C)C	-2%	-0.2%	-5%	2.7%	2%	0.1%	-1%	6%	-30%
15	O=C(NCC1CCCC(CNC(=O)N2CCc3ccccc32)C1)N1CCc2ccccc21 (configuration not stated)	14%	0.2%	0%	4.6%	5%	-5.5%	-19%	5%	-9%
16	CCn1c(Cc2ccccc2)nnc1SCC(=O)Nc1cc(C)on1	2%	-0.1%	-33%	-0.9%	-4%	1.0%	6%	-3%	5%
17	COc1cc(C(=O)Nc2nc(-c3ccc(C)cc3)cs2)ccc1OCC(=O)N1CCOCC1	28%	0.0%	-46%	0.4%	7%	17%	-2%	18%	6%
18	O=C(CCC(=O)NNC(=O)COc1ccc(Br)cc1Br)NCc1ccccc1	4%	0.6%	-21%	-1.8%	6%	-3.3%	12%	17%	-45%
19	CCCN(CC(=O)Nc1ccccc1C)C(=O)Cc1coc2cc(C)ccc12	9%	-0.1%	-47%	4.2%	1%	3.1%	-15%	-4%	-8%
20	O=C(NCc1ccc(F)cc1)C(=O)c1cn(CC(=O)N2CCCC2)c2ccccc12	0%	0.2%	-3%	-0.2%	15%	0.6%	-3%	-1%	-2%
21	CCOc1ccc(CNCCc2ccc(S(N)(=O)=O)cc2)cc1	9%	-0.1%	-46%[20 µM]	-0.8%	9%	0.1%	12%	0%	-15%
22	CN(C)CCCN(C(=O)c1ccc(S(=O)(=O)N2CCOCC2)cc1)c1nc2ccc(F)cc2s1	9%	-0.1%	-11%	-0.9%	5%	-2.7%	-5%	-1%	-23%
23	C=CCSc1nnc(NC(=O)C23CC4CC(CC(NC(C)=O)(C4)C2)C3)s1	8%	0.0%	-2%	-0.1%	-7%	0.0%	1%	-1%	7%
24	COc1ccnc(CSC(N)=Nc2ccc(F)cc2)c1	8%	-0.1%	-20%	6.7%	20%	1.0%	-17%	10%	0%
25	CCc1c(C)[nH]c2nc3ccccc3n2c1=O	20%	-0.1%	3%	3.8%	-10%	2.3%	4%	4%	10%

Whole records from above. Order of values: AID2073 | GPR55 beta-arrestin | KOR beta-arrestin-1 | HIV fusion peptide | GPR55 LPI antagonism | KOR beta-arrestin-2 | GPR35 antagonists | SIAH1 antagonists | NOD1 inhibition
COc1cc(C(=O)Nc2nc(-c3ccc(C)cc3)cs2)ccc1OCC(=O)N1CCOCC1 is listed with 28% | 0.0% | -46% | 0.4% | 7% | 17% | -2% | 18% | 6%
CC(C)NC(=O)CCCC(=O)NC(C)C is listed with -2% | -0.2% | -5% | 2.7% | 2% | 0.1% | -1% | 6% | -30%

The list goes on:
#	molecule	AID2073	GPR55 beta-arrestin	KOR beta-arrestin-1	HIV fusion peptide	GPR55 LPI antagonism	KOR beta-arrestin-2	GPR35 antagonists	SIAH1 antagonists	NOD1 inhibition
26	CNC(=O)/C(C#N)=C/c1ccc(-c2ccccc2[N+](=O)[O-])o1	-7%	-0.1%	-17%[20 µM]	6.8%	12%	-5.1%	0%	1%	-31%
27	CCCCNC(=O)CSc1nc2cc3c(cc2c(=O)n1Cc1ccco1)OCO3	-6%	0.9%	-22%	2.6%	-7%	-7.1%	-19%	2%	-10%
28	Cc1ccccc1NC(=O)Cc1cn(C)c2ccccc12	0%	-0.1%	-19%	0.5%	-4%	-0.1%	-4%	0%	-25%
29	COc1ccc(N2C(=O)C(F)(F)C2c2ccc(C)cc2)cc1OC (configuration not stated)	-6%	-0.2%	15%	-1.8%	8%	-7.5%	10%	3%	-12%
30	Cc1ccnn1CC(=O)N/N=C/c1cccs1	-1%	-0.2%	-17%	1.2%	0%	-1.5%	-8%	-1%	-14%
31	Cc1cccc2sc(NC(=O)CN(C)S(=O)(=O)c3cccs3)nc12	-2%	0.0%	24%	66%	-5%	-2.3%	-2%	-3%	13%
32	O=C(CCCCC(=O)NCc1cccs1)NCc1cccs1	-3%	0.2%	49%	-0.9%	1%	-3.1%	4%	0%	-15%
33	Cn1ncc(Cl)c1C(=O)N1CCN(c2ccccc2)CC1	4%	-0.1%	-2%	-1.5%	14%	-2.5%	0%	2%	-24%
34	Clc1ccc(OCCn2c(-c3ccco3)nc3ccccc32)cc1	-24%	0.2%	3%	0.3%	47%	2.7%	-11%	2%	-8%
35	CC1Oc2ccccc2N(Cc2ccccc2Cl)C1=O (configuration not stated)	3%	-0.5%	2%	-1.0%	1%	-3.6%	-13%	5%	-40%
36	CC(C)(C)n1nc2c(c1NC(=O)COc1ccccc1F)CS(=O)(=O)C2	17%	-0.3%	-28%	-0.6%	-5%	7.7%	-9%	-4%	-17%
37	COc1ccccc1/C=C1/SC(=O)N(CCC(=O)Nc2ccc(S(=O)(=O)Nc3nccs3)cc2)C1=O	6%	0.2%	-8%	28%	14%	3.8%	-6%	26%	-37%
38	CC1(C)CN(c2cccc(-c3ccnc4ncnn34)c2)C1=O	?	0.1%	0%	-0.9%	5%	-5.8%	0%	-6%	-29%
39	O=C(Cn1c(=O)c2cccn2c2ccccc21)NCCCN1CCCCC1	19%	-0.2%	-29%	0.4%	-15%	3.3%	28%	-2%	-5%
40	CCN(CC)C(=O)c1cc2cc([N+](=O)[O-])ccc2s1	-7%	-0.1%	17%	0.2%	20%	-2.8%	-20%	0%	3%
41	O=C(OCC(=O)N1CCOCC1)c1cc(F)c(F)cc1Cl	6%	-0.2%	33%	-0.5%	11%	-0.5%	-3%	4%	-6%
42	CCOC(=O)CC(Nc1nc(N2CCOCC2)nc(N2CCOCC2)n1)c1ccccc1Cl (configuration not stated)	6%	0.1%	-17%	0.2%	-6%	2.1%	-8%	-4%	9%
43	O=C1C2C(C(=O)N1/N=C/c1cccc([N+](=O)[O-])c1)C1C=CC2C12CC2 (configuration not stated)	-1%	-0.1%	-12%	-1.6%	4%	0.1%	17%	4%	-39%
44	CCc1ccc(NC(=S)N(Cc2ccccc2)Cc2ccccn2)cc1	?	-0.5%	0%	-0.8%	18%	0.1%	-13%	-1%	-40%
45	CCC(c1nnnn1CCc1ccccc1)N(Cc1ccco1)Cc1cc2cccc(C)c2[nH]c1=O (configuration not stated)	6%	-0.1%	1%	-2.2%	10%	3.9%	-10%	-1%	9%
46	CCOC(=O)NC(=S)Nc1ccc(C(C)(C)C)cc1Br	-6%	-0.2%	24%	0.6%	16%	-4.9%	2%	15%	-2%

In another format: 3 of the compounds above
(18) O=C(CCC(=O)NNC(=O)COc1ccc(Br)cc1Br)NCc1ccccc1
  AID2073: 4% | GPR55 beta-arrestin: 0.6% | KOR beta-arrestin-1: -21% | HIV fusion peptide: -1.8% | GPR55 LPI antagonism: 6% | KOR beta-arrestin-2: -3.3% | GPR35 antagonists: 12% | SIAH1 antagonists: 17% | NOD1 inhibition: -45%

(19) CCCN(CC(=O)Nc1ccccc1C)C(=O)Cc1coc2cc(C)ccc12
  AID2073: 9% | GPR55 beta-arrestin: -0.1% | KOR beta-arrestin-1: -47% | HIV fusion peptide: 4.2% | GPR55 LPI antagonism: 1% | KOR beta-arrestin-2: 3.1% | GPR35 antagonists: -15% | SIAH1 antagonists: -4% | NOD1 inhibition: -8%

(20) O=C(NCc1ccc(F)cc1)C(=O)c1cn(CC(=O)N2CCCC2)c2ccccc12
  AID2073: 0% | GPR55 beta-arrestin: 0.2% | KOR beta-arrestin-1: -3% | HIV fusion peptide: -0.2% | GPR55 LPI antagonism: 15% | KOR beta-arrestin-2: 0.6% | GPR35 antagonists: -3% | SIAH1 antagonists: -1% | NOD1 inhibition: -2%
